Source: PubChem BioAssay (National Center for Advancing Translational Sciences (NCATS))
EPAC1 agonist: agonists of human EPAC1. Potency, µM (doses to about 154 µM), for inactives: top-dose activation, hits mostly activators. EPAC1 agonist qHTS, biochemical assay; response scale: 100% = response to 6.5 mM cAMP. 360,000 compounds, 0.073% hits; further: potency means the concentration at half of the fitted maximal effect; nearly all actives have a fitted effect of over 60% in size
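Compounds were pinned as a concentration titration into mixtures of EPAC1 (100 nM), BODIPY-GDP-loaded Rap1B (250 nM) and GDP (50 uM). After 5 min at room temperature, fluorescence was followed for 30 min; activity was scaled to 6.5 mM cAMP.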
Mm-Cpn inhibitor: blocks the Methanococcus maripaludis chaperonin Mm-Cpn | AID 504842 | purified Mm-Cpn ATPase, ADP Transcreener TR-FRET | 330,000 compounds, 0.031% hits | Potency, µM (series often up to 76.9 µM), without a hit: at the highest dose activity, negative = inhibition, most hits filed as inhibitors; further: potency means the concentration at half of the fitted maximal effect; on the % scale 0 is the no-effect control and ±100 the full control effect; nearly all actives have a fitted effect of over 80% in size
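Inhibition of chaperonin ATP hydrolysis is measured as reduced ADP production, detected by competitive TR-FRET in which signal falls with ADP. Final enzyme 25 nM and ATP 10 uM, reacted 30 min at 37°C.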
PI5P4Ka inh: inhibitors of human PI5P4K alpha | P48426 | PI5P4Kalpha enzyme, ADP-Glo luminescence, 60 min; active compounds read low | max response, % | 330,000 compounds, 1.2% hits | AID 652105; active means max response of -50% or lower; inconclusive means between -30% and -50%; inactive means -30% or higher; further: value at the top dose of about 77 µM; on the % scale 0 is the no-effect control and ±100 the full control effect
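Human PI5P4Kalpha with substrate in 0.038 M HEPES pH 7.4, 0.28 mM EGTA, 0.1% CHAPS, 5% DMSO; reaction started with 5 microM ATP (final), 60 min at room temperature. ADP formed read by ADP-Glo luminescence.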
CCT modulator: modulators of cytosolic chaperonin (CCT/TRiC) activity | activity change, % (test concentration not listed), hits read low | 360,000 compounds, 0.3% hits | purified chaperonin ATPase assay, HTRF ADP detection, 30 min; in the data active means activity change below about -30%; further: on the % scale 0 is the no-effect control and ±100 the full control effect
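ATPase activity: ADP formed was measured by HTRF Transcreener (665/615 nm ratio) after 30 min at 37 deg C with 10 uM ATP. Compounds screened at one 76 uM concentration against 40 or 20 nM TRiC in Tris pH 7.4/KCl/MgCl2/DTT buffer.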
PLK1 PBD inh: PLK1 (human) polo-box domain binding inhibition; P53350; Potency, µM, inactives show max response, negative = inhibition, most hits filed as inhibitors; Plk1 PBD binding of FITC phosphopeptide, fluorescence polarization; 360,000 compounds, 2.8% hits; further: potency means the concentration at half of the fitted maximal effect; series mostly up to about 57 µM; on the % scale 0 is the no-effect control and ±100 the full control effect; nearly all actives have a fitted effect of over 65% in size
EPAC2 antagonist: blocks human EPAC2 exchange factor; Q8WZA2; AID 720708; Potency, µM (doses to about 114 µM), without a hit: at the top dose activity, negative = inhibition, most hits filed as inhibitors; EPAC2 GEF exchange of Rap1B-BODIPY-GDP, fluorescence; 360,000 compounds, 0.18% hits; further: potency means the concentration at half of the fitted maximal effect; on the % scale 0 is the no-effect control and ±100 the full control effect; nearly all actives have a fitted effect of over 45% in size; many of its hits are not listed in these tables
EPAC1 antagonist: EPAC1 (human) antagonism; O95398; EPAC1 GEF assay, Rap1b-BODIPY-GDP exchange fluorescence; Potency, µM (series often up to 115 µM), for the others: at the top dose activity change, negative = inhibition, most hits filed as inhibitors; 360,000 compounds, 0.14% hits;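 further: potency means the concentration at half of the fitted maximal effect; plate controls were vehicle for no effect and positive control for full effect; nearly all actives have a fitted effect of over 50% in size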
WRN helicase inh: WRN helicase (human) inhibition. Q14191. WRN helicase unwinding, fluorescent forked duplex, kinetic. Potency, µM (titrated, usually from 114 µM), for the others: at the highest dose activity change, negative = inhibition, most hits filed as inhibitors. 360,000 compounds, 0.46% hits. AID 651768; further: potency means the concentration at half of the fitted maximal effect; on the % scale 0 is the no-effect control and ±100 the full control effect; nearly all actives have a fitted effect of over 55% in size
Target sequence (Q14191 whole entry, looked up): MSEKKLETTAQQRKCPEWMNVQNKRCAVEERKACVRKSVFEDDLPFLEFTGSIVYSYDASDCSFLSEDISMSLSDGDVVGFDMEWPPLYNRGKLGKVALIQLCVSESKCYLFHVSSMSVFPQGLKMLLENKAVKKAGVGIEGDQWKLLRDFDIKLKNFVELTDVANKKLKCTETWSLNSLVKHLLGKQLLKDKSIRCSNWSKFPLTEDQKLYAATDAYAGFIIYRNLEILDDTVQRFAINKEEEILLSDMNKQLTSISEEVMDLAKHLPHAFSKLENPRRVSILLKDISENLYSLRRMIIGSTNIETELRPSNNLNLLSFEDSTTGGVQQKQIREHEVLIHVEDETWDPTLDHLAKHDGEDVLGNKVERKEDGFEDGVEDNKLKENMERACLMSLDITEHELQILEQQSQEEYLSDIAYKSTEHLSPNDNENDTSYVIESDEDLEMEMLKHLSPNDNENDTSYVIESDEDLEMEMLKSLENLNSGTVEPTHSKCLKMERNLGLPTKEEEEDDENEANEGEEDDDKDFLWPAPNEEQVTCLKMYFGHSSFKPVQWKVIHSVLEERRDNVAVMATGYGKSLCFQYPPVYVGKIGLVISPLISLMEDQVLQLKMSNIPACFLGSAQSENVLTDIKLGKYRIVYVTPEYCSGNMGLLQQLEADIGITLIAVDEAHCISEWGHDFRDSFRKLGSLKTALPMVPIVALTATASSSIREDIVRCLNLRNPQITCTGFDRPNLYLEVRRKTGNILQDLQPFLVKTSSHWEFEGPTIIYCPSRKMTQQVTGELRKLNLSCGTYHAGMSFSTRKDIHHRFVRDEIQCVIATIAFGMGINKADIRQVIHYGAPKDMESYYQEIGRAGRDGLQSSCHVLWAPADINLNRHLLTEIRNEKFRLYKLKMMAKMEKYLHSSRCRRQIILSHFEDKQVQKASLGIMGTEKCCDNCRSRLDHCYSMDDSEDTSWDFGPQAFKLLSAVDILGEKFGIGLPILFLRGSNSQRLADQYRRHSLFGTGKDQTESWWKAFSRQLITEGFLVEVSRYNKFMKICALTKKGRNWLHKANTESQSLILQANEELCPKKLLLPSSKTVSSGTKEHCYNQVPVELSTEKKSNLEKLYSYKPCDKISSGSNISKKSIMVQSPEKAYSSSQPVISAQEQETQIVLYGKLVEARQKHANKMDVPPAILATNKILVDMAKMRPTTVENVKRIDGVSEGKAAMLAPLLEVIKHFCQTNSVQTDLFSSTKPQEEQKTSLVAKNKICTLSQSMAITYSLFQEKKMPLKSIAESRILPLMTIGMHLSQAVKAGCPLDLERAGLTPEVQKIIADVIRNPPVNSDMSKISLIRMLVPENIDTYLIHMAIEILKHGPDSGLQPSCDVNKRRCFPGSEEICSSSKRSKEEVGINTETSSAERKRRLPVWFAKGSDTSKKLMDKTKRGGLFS
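Enzyme (20 nM final) and test compound sit together 15 min at room temperature before substrate addition. Substrate is a single-forked duplex oligonucleotide (100 nM) labelled with fluorophore and quencher, with 2 mM ATP; helicase unwinding raises red fluorescence, read kinetically.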
* = called active by the depositor; ? = inconclusive; · = not tested or not shown; & = joins results of further samples; [ ] = remark or other dose. Unless noted, the call rests on the fitted dose curve; in most records, active means well fitted curve in the direction sought with a large enough effect; inconclusive means small, poorly fitted or top-dose-only effect, or another doubt; inactive means no such curve, though single readings can be large; an effect the other way counts as inactive or inconclusive. Some of the compounds tested, so the mix of outcomes need not match the whole.

SMILES	EPAC1 agonist	Mm-Cpn inhibitor	PI5P4Ka inh	CCT modulator	PLK1 PBD inh	EPAC2 antagonist	EPAC1 antagonist	WRN helicase inh
O=C(NNC(=O)c1ccc(SCC2CCCO2)c([N+](=O)[O-])c1)c1ccc(F)cc1 (configuration not stated)	1.4%	-0.6%	·	0.3	0.4%	-4.8%	7.8%	1.7%
Cc1ccccc1CNC(=O)c1ccccc1C	9.9%	0.6%	0.8	-3.3	-2.1%	2.2%	-11.6%	1.4%
COc1cccc(NC(=O)CSc2ccc3nnc(-c4cccnc4)n3n2)c1	3.8%	-1.7%	2.7	-2.3	-9.8%	0.2%	14.2%	4.0%
Cc1ccccc1OC(=O)n1c(=S)oc2cc(Cl)ccc21	2.5%	-1.3%	-26.7	1.8	13.4µM*	7.1%	4.3%	9.2%
CCOC(=O)c1ccccc1NC(=O)CN1C(=O)CCS(=O)(=O)c2ccccc21	-2.5%	-0.6%	-3.8	0.1	-2.2%	2.5%	6.2%	0.6%
Cc1cc2nc3c(=O)[nH]c(=S)[nH]c3nc2cc1NC(=O)C(F)(F)F	-12.8%	-11.3%	-21.4	-4.7	-25.0%	?	?	-12.2%
CCOc1ccc(Br)cc1S(=O)(=O)NCc1ccc(S(N)(=O)=O)cc1	8.6%	-0.5%	2.9	-1.0	-12.3%	-1.4%	9.1%	3.3%
Cc1cc(Br)c(OCc2ccc(C(=O)N/N=C/c3ccc[nH]3)cc2)c(Br)c1	1.9%	0.3%	0.0	1.0	-6.7%	1.6%	-10.0%	-3.6%
COc1ccccc1C(=O)C1CCCN(Cc2cccc(OCCO)c2)C1 (configuration not stated)	5.0%	-0.8%	-0.2	-3.0	-0.6%	6.9%	-0.7%	-0.1%
COc1ccc2cc(CCNC(=O)c3ccc(Br)o3)c(=O)[nH]c2c1	6.9%	0.6%	0.4	-0.4	2.7%	4.8%	-7.4%	-10.5%
O=C(O)c1[nH]c2ccccc2c1C(c1cc(Cl)cc([N+](=O)[O-])c1O)c1c(C(=O)O)[nH]c2ccccc12	-4.6%	2.7%	-26.8	0.4	7.52µM*	-6.6%	25.1µM*	44.7µM*
COCCCNC(=O)c1c[nH]c2ccc(S(=O)(=O)N3CCC4(CC3)OCCO4)cc2c1=O	6.8%	-2.7%	1.8	-3.8	-5.7%	-4.5%	10.0%	-21.2%

The final 2 entries of the part before come first, to join the parts:
SMILES	EPAC1 agonist	Mm-Cpn inhibitor	PI5P4Ka inh	CCT modulator	PLK1 PBD inh	EPAC2 antagonist	EPAC1 antagonist	WRN helicase inh
O=C(O)c1[nH]c2ccccc2c1C(c1cc(Cl)cc([N+](=O)[O-])c1O)c1c(C(=O)O)[nH]c2ccccc12	-4.6%	2.7%	-26.8	0.4	7.52µM*	-6.6%	25.1µM*	44.7µM*
COCCCNC(=O)c1c[nH]c2ccc(S(=O)(=O)N3CCC4(CC3)OCCO4)cc2c1=O	6.8%	-2.7%	1.8	-3.8	-5.7%	-4.5%	10.0%	-21.2%
COC(=O)C1(C(=O)OC)C[C@H](/C=C/c2ccccc2)N(Cc2ccccc2OC)[C@@H]1c1cccs1	4.3%&1.8%	·	4.7&5.8	·	-15.7%&8.3%	3.7%&-1.1%	-15.6%&2.3%	-9.6%&-7.7%
CC(C)CS(=O)(=O)C1=NSC2=NC(=O)/C(=C\c3ccc(OC(=O)c4ccco4)cc3)C(=N)N21	13.2%	-1.0%	-85.9*	-3.5	23.8µM*	-25.4%	5.3%	-16.2%[11.6 µM]
CC(C)OCC(O)Cn1c(N2CCCC2)nc2c1c(=O)[nH]c(=O)n2C (configuration not stated)	0.2%	1.8%	·	2.0	0.1%	2.3%	-29.8%	-3.7%[57.1 µM]
CCCCCn1nc(C(=O)N(CC)c2c(N)n(CCCC)c(=O)[nH]c2=O)c2ccccc2c1=O	7.0%	1.5%	3.8	-2.1	-2.9%	1.7%	2.5%	-30.9%
C#CC[N+](C)(C)CC#Cc1ccccc1	6.4%	-2.2%	12.1	-4.6	?	12.4%	3.0%	4.8%[57.1 µM]
Cn1c(=O)c2c(nc(N3CCN(c4ccccn4)CC3)n2Cc2ccc(Cl)cc2Cl)n(C)c1=O	-2.0%	-0.2%	-7.1	-0.8	-13.1%	-3.3%	-3.3%	-27.0%
CCN(CC(=O)Nc1ccc(NC(C)=O)cc1)C(=O)C(c1ccccc1)c1ccccc1	-1.3%	-1.1%	8.1	-1.3	1.3%	-1.9%	-11.5%	11.0%
O=C(CCCCn1c(=O)[nH]c2ccsc2c1=O)NCC1CCCO1 (configuration not stated)	16.3%	-0.9%	·	-4.4	-5.4%	5.8%	-8.2%	0.1%
COc1ccc(Nc2nc(C)nc3sc4c(c23)CCC4)cc1O	7.0%	0.4%	-2.8	0.7	-7.0%	-0.5%	1.6%	-3.6%
COc1ccc(C2CC(c3cccc(OC)c3)=NN2c2ccc(S(N)(=O)=O)cc2)cc1 (configuration not stated)	19.4%	·	6.6	0.3	-4.4%	5.4%	-6.6%	-12.9%
CN1CCCC(OC(=O)c2ccc(C(C)(C)C)cc2)C1 (configuration not stated)	0.5%	-0.7%	-2.8	2.1	-0.5%	2.7%	-13.1%	-2.7%
COc1cc2c(cc1OC)-c1cc(Nc3ccccc3)nc(=O)n1CC2	-3.5%	0.7%	-15.1	0.4	4.3%	5.7%	6.3%	-18.0%
Cc1ccccc1OCC(=O)OCC(=O)NCc1ccco1	0.7%	-1.3%	-5.4	-2.6	-5.1%	2.7%	-9.3%	7.3%
O=C(NN=Cc1ccc(F)cc1)C1CC1	-1.3%	·	1.4	0.9	-9.5%	0.8%	-12.2%	3.0%
COc1cccc(CNC(=O)c2ccc(CS(=O)(=O)Cc3ccccc3C)o2)c1	-2.8%	-4.3%	-0.4	0.2	-4.8%	-4.7%	-1.3%	-9.7%
Cc1ccc(NC(=O)CSc2nnc(CN3CCOCC3)n2-c2ccccc2)cc1	-2.5%	-2.1%	-3.8	1.2	-16.4%	20.4%	6.2%	-12.0%
COc1cccc(NC(=O)CN(C)C(=O)CN2C(=O)c3ccc([N+](=O)[O-])cc3C2=O)c1	-6.7%	-2.4%	4.1	0.7	6.8%	-4.3%	-7.5%	-8.7%
CCOC(=O)C1(Cc2ccc(Cl)cc2)CCN(C(=O)C2CCCO2)CC1 (configuration not stated)	7.6%	3.6%	1.5	-1.2	-7.9%	-18.7%	4.2%	5.7%
OC1COC(O)C(O)C1O (configuration not stated)	-14.3%	1.0%	0.4	-0.6	6.7%	-6.8%	-10.1%	-3.4%
Cc1cc[n+](CC[n+]2ccc(C)cc2)cc1	5.4%	0.3%	8.6	-0.9	-5.0%	16.4%	-4.7%	5.3%
COc1cccc(N2CC(NC(=O)c3ccc4ccccc4c3)CC2=O)c1 (configuration not stated)	-10.4%	-3.3%	-10.4	2.2	-4.1%	3.4%	6.5%	2.9%
COc1ccc(NC(=O)CS(=O)CC(=O)Nc2cc(Cl)ccc2OC)cc1 (configuration not stated)	7.3%	2.9%	·	0.5	-7.6%	-7.9%	-7.4%	3.5%
C[C@H](NC(=O)c1nc[nH]c1C(=O)N[C@H](C)c1ccccc1)C(=O)OCc1ccccc1	-11.0%	0.2%	10.2	-3.9	-0.8%	-14.9%	-15.6%	-3.2%
CCOC(=O)c1c(NC(=O)CNCCOC)sc2c1CCCC2	0.0%	1.1%	13.6	1.0	-19.9%	-11.8%	-17.4%	-16.6%
CCOc1cc(N2CCOCC2)c(OCC)cc1NC(=O)COC(=O)CCOc1cc(C)ccc1C	-3.0%	-1.1%	9.8	-2.9	-8.6%	6.6%	-13.2%	-14.2%
OCCNC(=S)NCc1ccccc1	5.0%	-0.1%	2.0	1.6	-3.9%	2.2%	2.1%	-8.6%
O=C(c1cc(Br)ccc1OC(F)F)N1CCN2CCCC2C1 (configuration not stated)	0.5%	0.9%	0.6	-3.4	3.1%	-1.4%	2.4%	-1.4%
CN(c1nc2ccccc2nc1Cl)S(=O)(=O)c1ccccc1	12.5%	1.6%	11.1	-1.0	0.2%	-7.7%	-11.1%	-1.6%
C(=NN1CCCCCC1)c1ccc2c(c1)OCO2	-0.1%	·	1.5	2.1	1.6%	-1.6%	-8.5%	-14.9%
CN1C(=O)N(C)C2(c3ccccc3)N(C(C)(C)C)C(=O)NC12c1ccccc1 (configuration not stated)	-0.6%	-1.9%	-6.3	-2.3	?	-12.9%	6.3%	-10.9%
C/C(=N\Nc1ccc(S(N)(=O)=O)cc1[N+](=O)[O-])c1ccccc1O	2.2%	-0.8%	-1.8	-1.1	-3.7%	-18.9%	?	-10.0%
O=C(NCCc1ccc(Cl)cc1)c1ccc2nc(N3CCOCC3)sc2c1	10.5%	6.0%	1.4	-2.7	-8.5%	0.2%	-5.4%	-6.7%
COc1ccc(NC(=O)C(Cc2cc(C)cc(C)c2)C(C)C(=O)O)cc1 (configuration not stated)	14.1%	-0.3%	0.6	-3.6	-12.4%	0.3%	3.5%	11.9%
Cc1cc2oc(=O)cc(CN(C)Cc3cccc(F)c3)c2cc1C	10.2%	0.2%	15.6	-0.5	-3.9%	-29.0%	2.2%	-8.4%[57.1 µM]
CCOC(=O)c1cc2c(ccn2C)n1CC(=O)N1CCC(C)CC1	-12.2%	-1.0%	0.1	1.7	-11.6%	24.5%	-2.1%	-12.3%
NC(=O)c1ccc(NC(=O)COc2ccc(-n3cnnn3)cc2)cc1	7.8%	0.8%	-21.8	-3.6	-6.3%	20.2%	-4.7%	-15.7%
Cc1ccc(O)c(N=Nc2nccs2)c1	1.5%	-2.3%	0.3	1.3	-3.9%	-2.9%	0.7%	-4.6%
O=C(CSc1nnc(-c2ccccc2Cl)o1)N1CCCC1	4.6%	-0.9%	0.3	-0.2	-4.7%	-1.8%	-0.6%	-4.7%
Cc1cccc(NC(=O)COC(=O)c2ccccc2SCC(=O)N2CCCC2)c1	-3.8%	0.4%	3.4	-1.5	-5.8%	-0.4%	7.0%	-30.3%
CC(=O)c1cc(C(=O)c2ccccc2)sc1Nc1ccccc1	-10.4%	-4.5%	1.9	-1.3	7.9%	3.5%	9.5%	-26.7%[57.1 µM]
C=CCN(C(=O)c1csnn1)C(C(=O)NC1CCCCC1)c1ccc(C)cc1 (configuration not stated)	-4.3%	3.2%	10.9	0.4	2.4%	-10.2%	-4.5%	8.8%
Cc1ccc(N2CCN(C(C(=O)Nc3c(C)cccc3C)c3cc4ccccc4o3)CC2)cc1 (configuration not stated)	12.8%	·	14.1	·	-5.2%	3.4%	10.5%	-0.4%
N#Cc1sc(=O)[nH]c1Cl	-14.1%	·	?	0.5	?	-4.0%	-8.2%	-2.6%
